High-throughput results from PubChem BioAssay.
RBBP9 inhibitor – human RBBP9 hydrolase inhibition | O75884 | recombinant RBBP9, FP-Rh probe fluorescence polarization | inhibition, % at 7.94 µM | actives 0.2% (n = 220,000) | AID 1515;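 active means inhibition above the campaign mean of all tested compounds plus 3 SD, cut at about 14% in these data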;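 further: plate controls were DMSO wells with RBBP9 for no effect and wells lacking RBBP9 protein for full effect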
Target sequence (O75884 whole entry, looked up): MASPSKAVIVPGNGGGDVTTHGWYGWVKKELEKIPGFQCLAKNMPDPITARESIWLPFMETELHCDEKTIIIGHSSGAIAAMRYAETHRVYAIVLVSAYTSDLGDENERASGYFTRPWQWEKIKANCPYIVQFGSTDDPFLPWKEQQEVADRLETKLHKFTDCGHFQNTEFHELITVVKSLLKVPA
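Test system: recombinant human RBBP9. Quantity: 2.5 µM RBBP9 dispensing solution, before mixing. Detection: FP readout at 525/598 nm. Reagent: Serine-hydrolase probe FP-Rh, 375 nM pre-mixing. Measure: % inhibition. Control set: DMSO-treated enzyme wells and wells lacking RBBP9. Buffer or medium: Tris-NaCl-Pluronic buffer, pH 8.0. Times: preincubation 30 min plus labeling 45 min at 25 °C.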
S1P4 agonist – activates the human S1P4 receptor | O95977 | AID 1509 | S1P4-expressing cell line, agonist reporter assay | actives 0.35% (n = 220,000) | activation, % at 4.98 µM; in the data active means activation above about 11%;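 further: 0% = DMSO vehicle and 100% = reference agonist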
Target sequence (O95977 whole entry, looked up): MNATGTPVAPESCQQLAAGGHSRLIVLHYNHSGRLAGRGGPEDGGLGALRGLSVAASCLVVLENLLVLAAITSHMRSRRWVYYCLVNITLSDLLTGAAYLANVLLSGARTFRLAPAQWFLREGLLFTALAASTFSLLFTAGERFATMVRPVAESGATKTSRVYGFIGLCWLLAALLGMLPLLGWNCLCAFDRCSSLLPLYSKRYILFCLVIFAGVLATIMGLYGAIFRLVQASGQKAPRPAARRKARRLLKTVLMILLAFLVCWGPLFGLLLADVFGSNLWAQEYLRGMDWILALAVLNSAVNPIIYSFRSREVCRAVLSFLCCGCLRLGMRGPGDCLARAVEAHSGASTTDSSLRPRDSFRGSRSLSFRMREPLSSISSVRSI
S1P4 antag – antagonists of human S1P4 receptor; O95977; S1P4-expressing cells, antagonist mode, reporter read-out; inhibition, % at 4.98 µM; actives 0.26% (n = 220,000); in the data active means inhibition above about 29%;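 further: 0% = wells stimulated with agonist and 100% = vehicle wells without agonist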
NPY-Y1 PAM-ag – potentiators or agonists of human neuropeptide Y receptor Y1; P25929; NPY-Y1 expressing cells, potentiator/agonist activation; activation, % at 3.6 µM; actives 0.37% (n = 220,000); in the data active means activation above about 33%, passing the limit was not always enough;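 further: cells stimulated with NPY at EC10 then isoproterenol at EC100; 0% = low agonist plus stimulus and 100% = saturating agonist plus stimulus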
Target sequence (P25929 whole entry, looked up): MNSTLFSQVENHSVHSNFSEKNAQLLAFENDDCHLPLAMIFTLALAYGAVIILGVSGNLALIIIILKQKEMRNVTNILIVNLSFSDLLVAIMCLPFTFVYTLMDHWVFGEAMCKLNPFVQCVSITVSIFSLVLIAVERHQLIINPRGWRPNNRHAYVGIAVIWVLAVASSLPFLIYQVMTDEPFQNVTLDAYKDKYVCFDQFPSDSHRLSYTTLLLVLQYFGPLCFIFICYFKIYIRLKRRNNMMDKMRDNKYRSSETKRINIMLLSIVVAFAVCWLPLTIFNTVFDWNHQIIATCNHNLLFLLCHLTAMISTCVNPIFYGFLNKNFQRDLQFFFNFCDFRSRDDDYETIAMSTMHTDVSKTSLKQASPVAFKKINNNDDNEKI
Ba/F3 V617F tox – lowers viability of Ba/F3 cells expressing EpoR and JAK2V617F. actives 1.1% (n = 220,000). inhibition, % at 5.6 µM. ATP luminescence;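 active means inhibition above the campaign mean plus 3 SD over all tested compounds, cut at about 24% in these data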;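 further: cytokine-independent growth of Ba/F3 cells driven by EpoR plus mutant JAK2; 0% = DMSO-treated cells and 100% = JAK inhibitor I control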
BaF3 parental – counter-screen for JAK2V617F inhibitors: parental Ba/F3 viability inhibitors; CellTiter-Glo ATP luminescence; inhibition, % at 5.6 µM; actives 1.1% (n = 220,000); AID 1486;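 active means inhibition above a per-campaign cutoff, the mean inhibition of all tested compounds plus 3 SD, cut at about 27% in these data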;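 further: 0% = DMSO wells and 100% = JAK Inhibitor I control wells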
Runt-CBFb FRET – Runt domain-CBFb interaction inhibition; Cerulean-Runt/Venus-CBFb FRET ratio 530/480, 1 h; inhibition, % at 20 µM; actives 0.46% (n = 220,000); AID 1496;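 active means inhibition over about 50% at 20 µM in the single-dose screen, limit read from the data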;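 further: 0% = DMSO wells and 100% = excess unlabeled CBFb competitor control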
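Assay system: Cerulean-Runt domain fusion protein, energy donor; Signal: fluorescence energy transfer, 422 nm excitation, 530/480 nm emission; Timing: 1 h compound exposure, room temperature; Control set: unlabeled CBFb; Medium: Tris buffer pH 7.5 with salts and BSA; Compound: single test concentration of 20 µM, 1% DMSO final; Probe or stimulus: Venus-CBFb 100 nM.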
NPY-Y2 PAM-ag – potentiators or agonists of human neuropeptide Y receptor Y2; cells expressing NPY-Y2, potentiator/agonist read-out; activation, % at 3.6 µM; actives 0.45% (n = 220,000); AID 1359; in the data active means activation above about 27%;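 further: cells stimulated with NPY near EC25 plus isoproterenol at EC100; 0% = vehicle plus submaximal agonist and 100% = vehicle plus saturating agonist; some results beyond the cut were filed as inactive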
NPY-Y1 antag – antagonists of human neuropeptide Y receptor Y1; HEK293-CNG Y1 cells, membrane potential fluorescence; NPY at EC95, then isoproterenol; actives 1% (n = 200,000); P25929; inhibition, % at 3.6 µM;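 active means inhibition above the campaign mean inhibition of all tested compounds plus 3 SD, cut at about 20% in these data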;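 further: 0% = DMSO wells given NPY plus isoproterenol and 100% = isoproterenol alone without NPY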
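System: HEK293 cells with Y1 receptor plus CNG channel / Probe or stimulus: NPY 25 nM then isoproterenol 1 µM plus Ro 20-1724 25 µM / Compound: one concentration, 3.6 µM, in 0.4% DMSO / Schedule: compound incubation 1 h at room temperature, readout 45 min post-stimulation / Measured by: membrane potential fluorescence / Read-out: % inhibition of NPY effect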
An asterisk follows results filed as active; . = not tested or not shown. This is a random part of the collection; overall some 3.6% were active at least once.

SMILES	RBBP9 inhibitor	S1P4 agonist	S1P4 antag	NPY-Y1 PAM-ag	Ba/F3 V617F tox	BaF3 parental	Runt-CBFb FRET	NPY-Y2 PAM-ag	NPY-Y1 antag
Cc1ccc(COc2ccc(/C=N/NC(=O)c3nnn(-c4nonc4N)c3COc3ccc(F)cc3)cc2)cc1	3	1.4	-4	-7	1	-9	0	-33	.
S=c1[nH]c2cc(Cl)ccc2s1	0	-1.0	-10	-10	2	6	.	-19	9
Cc1ccc(NC2=C([N+](=O)[O-])CS(=O)(=O)C2)cc1	1	2.6	2	-14	-1	3	3	-4	4
CC1Oc2ccccc2C=C1/C=N/NC(=O)c1ccccc1 (centres undefined)	-5	-0.4	-7	-7	-3	-2	0	-8	2
CCCc1c(C)nc2c(OC)cccc2c1SCC(=O)O	1	0.1	1	-1	1	5	-2	-3	9
N#C/C(=C(/O)CCCl)c1ccccn1	6	2.4	-2	-7	1	7	49	3	-2
Cc1ccc(NS(=O)(=O)c2ccc(OCC(=O)Nc3cccc([N+](=O)[O-])c3)c(C)c2)cc1	-22	0.0	-32	44*	-1	4	0	28	-16
CCn1c(/C(C#N)=N/O)nc2ccccc21	-12	0.9	-4	-7	0	0	2	-10	-2
COc1cc(C2/C(=C(\O)c3cc(C)ccc3C)C(=O)C(=O)N2CCN(C)C)ccc1O (centres undefined)	9	-1.3	0	29	-5	1	1	25	-1
CCn1c(N2CCN(S(=O)(=O)CC)CC2)nc2ccccc21	-12	0.7	-11	10	-2	0	0	2	3
COC(=O)C1=C(NC(C)=O)CCS1	4	-0.5	-2	1	7	8	0	-2	0
COc1ccc(OC)c(CN2CCC(C(=O)N3CCOCC3)CC2)c1	-5	-0.8	-2	-7	1	4	0	6	-3
COc1ccc(C(=O)Nc2c(Cl)cc(Cl)cc2C(=O)N2CCC(C)CC2)cc1	1	2.2	-7	4	-2	8	-1	2	7
O=C(COC(=O)CCc1ccccc1)Nc1ccccc1OC(F)F	11	-3.3	2	8	-2	-1	0	-13	.
COc1ccc(CCNC(=S)NC(=O)c2ccc(Br)cc2)cc1OC	-7	-1.3	7	-11	-3	-2	1	-24	9
Cc1ccc(SCC(=O)OCn2nnc3ccccc3c2=O)cc1C	-7	0.8	4	-33	0	5	-1	-9	10
CC(C)(C)NC(=S)NCC1CC1	-11	1.5	-14	-6	-1	-2	-3	-19	.
Cn1c(=O)c2c(nc(CN3CCc4ccccc4C3)n2Cc2cccc(Cl)c2)n(C)c1=O	2	-0.6	2	6	-4	-1	-4	14	3
Cc1ccc(-c2csc(NC(=O)c3ccc4c(=O)n5c(nc4c3)CCCCC5)n2)cc1	-7	-1.2	1	-15	2	3	-11	4	-2
COc1ccccc1CNC(=O)c1ccoc1C	-4	-1.3	-3	-22	-4	0	4	5	-7
CCCCOc1ccc(C2C3CN(C(=O)OCC)CC=C3C(C#N)=C(N)C2(C#N)C#N)cc1OC (centres undefined)	-10	-1.3	8	-16	2	9	-2	15	-1
O=[N+]([O-])c1cc(S(=O)(=O)NC2=NCCCCC2)ccc1Cl	-6	0.2	-3	5	-3	1	1	-12	1
COc1ccc(S(=O)(=O)Nc2cccc(F)c2C)cc1C(=O)N1CCOCC1	-3	0.1	3	5	-1	1	-3	-10	-3
O=C(COc1ccc(Cl)cc1Cl)N1CCCCCC1	-3	0.1	-3	0	-3	6	0	2	2
Cc1ccc(NC(=O)COC(=O)C(CC(C)C)N2C(=O)C3CC=CCC3C2=O)c(C)c1 (centres undefined)	-5	0.5	-13	3	-1	2	-4	-3	2
O=Nc1c(O)n(Cc2ccc(Cl)cc2Cl)c2ccccc12	-40	-2.1	7	-9	-1	6	-1	-25	6
O=C(COC(=O)C1(c2ccccc2F)CCCC1)NCc1cccs1	-8	0.5	9	-2	6	5	0	0	1
COc1ccccc1NC(=O)C(=N\O)/C(C)=N/O	-3	0.9	-7	6	-1	7	-2	5	2
CSc1ccccc1C(=O)NCc1cccnc1	4	-0.4	-4	21	-3	4	-1	-2	-1
Cc1noc(C)c1CSCC(=O)N1CCN(c2ccc([N+](=O)[O-])cc2)CC1	5	-1.1	-17	11	-5	4	0	0	2
CCc1ccc2nc3sc(C(=O)N4CCc5ccccc54)c(N)c3cc2c1	-4	-1.1	-10	-2	2	8	6	-2	2
O=C(CSCC(=O)NC1CC1)Nc1ccccc1	1	1.1	0	13	1	2	-1	1	4
O=C(Nc1nc(-c2ccccc2)cs1)c1ccc(=O)[nH]c1	-5	-0.2	-21	-23	10	10	1	-5	-4
Cc1ccc(C(C)C)c(OC(=O)/C=C/c2ccccc2)c1	-8	0.7	-14	3	0	5	-2	-10	2
Cn1c(N)c(C(=O)COC(=O)C23CC4CC(CC(C4)C2)C3)c(=O)n(C)c1=O	-7	0.0	-6	20	3	6	-5	12	-4
O=C(O)COc1ccc(/C=N/n2cnc3scc(-c4cccs4)c3c2=O)cc1	-8	0.2	6	-18	7	5	0	-7	-3
CCOc1ccc(Br)cc1S(=O)(=O)Nc1ccccc1N1CCOCC1	-8	-2.2	-12	30	0	5	-2	6	7
CCOc1ccc(/C=C/C(=O)c2ccccc2)cc1OC	-3	0.1	19	-18	-1	-1	-2	6	4
O=C(NCCc1ccccc1)C1CCN(S(=O)(=O)c2ccc(-c3nn[nH]n3)cc2)CC1	-5	-0.6	8	10	0	-1	2	0	2
C(=C\CSc1ncn[nH]1)/CSc1ncn[nH]1	-1	1.0	4	-4	2	-1	-2	-7	-4
CCCn1c(=O)[nH]c(=O)c2c1nc(-c1ccc(OC(F)F)c(OC)c1)n2CCOC	-5	2.4	1	3	0	6	0	3	3
O=C(CSc1ccccc1[N+](=O)[O-])NC1CCS(=O)(=O)C1 (centres undefined)	-13	4.3	-6	8	3	3	-2	-2	6
CCC(CC)c1nc2ccccc2c(=O)[nH]1	-6	0.1	7	12	1	8	0	5	1
CC(C)(O)C#Cc1ccc(CN2CCN(Cc3ccsc3)C(CCO)C2)cc1 (centres undefined)	2	2.9	-2	-7	1	4	.	-6	1
Nc1nccnc1C(=O)OCC(=O)Nc1cccc(S(=O)(=O)N2CCCCC2)c1	-9	1.5	-15	2	6	15	0	-10	1

A few values from the list.
Cn1c(N)c(C(=O)COC(=O)C23CC4CC(CC(C4)C2)C3)c(=O)n(C)c1=O in RBBP9 inhibitor → -7
Nc1nccnc1C(=O)OCC(=O)Nc1cccc(S(=O)(=O)N2CCCCC2)c1 in Runt-CBFb FRET → 0

(further entries)
SMILES	RBBP9 inhibitor	S1P4 agonist	S1P4 antag	NPY-Y1 PAM-ag	Ba/F3 V617F tox	BaF3 parental	Runt-CBFb FRET	NPY-Y2 PAM-ag	NPY-Y1 antag
Cc1nc2c(ccc3nc(NC(=O)C(c4ccccc4)c4ccccc4)sc32)s1	-11	1.6	-5	2	-1	4	-1	-2	11
Cc1cnc(C(=O)OCC(=O)NC(C)C)cn1	4	0.0	-2	18	-7	51*	-1	-3	-2
CCCn1c2ccccc2c2nnc(SCC(=O)OC)nc21	-6	1.2	0	-28	3	9	0	-5	8
CCCOc1c(OC)cc(Cl)cc1C1NC(=O)NC(C)=C1C(=O)NCc1ccccc1 (centres undefined)	-11	0.8	-2	-1	-2	2	-2	0	-4
CCN(CC)c1ccc(/C=N/n2nnnc2N)c(O)c1	-5	0.5	-12	16	6	3	9	-6	-4
COc1ccc(C(=O)N(CCCO)C(C)C(=O)NC2CCCCC2)cc1OC (centres undefined)	-7	0.6	1	14	-1	5	-2	-20	-1
CCCCc1nnc(NC(=O)COC)s1	5	1.4	0	7	-1	2	2	8	-3
CCN1CCN(C(=S)NCCc2ccccc2)CC1	-4	0.2	-6	15	-1	0	-1	-4	0
O=C(Nc1ccc(C(=O)N2CCCCC2)cc1)c1ccc(Br)cc1	-10	0.7	2	-15	-4	3	-1	-4	0
O=Nc1c2cc(-c3ccccc3)[nH]nc-2c2ccccc12	-36	-0.1	-6	-10	11	10	2	3	-2
Cc1ccc(-n2c(=O)cc(N3CCN(C(=O)c4ccco4)CC3)[nH]c2=O)cc1	2	-1.1	2	8	-3	-3	0	5	-3
CCOc1cccc(C(=O)Nc2ccc(N3CCN(S(C)(=O)=O)CC3)cc2)c1	-4	2.1	-23	13	-2	1	1	13	-4
CCc1ccc(NC(=O)C(=O)c2cn(CC(=O)N3CCCCC3)c3ccccc23)cc1	-11	1.6	-13	14	-1	9	-2	7	6
Cc1ccccc1CN1C[C@@H]2C[C@@H](c3cnc(N4CCOCC4)s3)N3CCC[C@@]23C1=O	-7	1.3	-6	-5	2	3	.	-4	7
COc1ccc(C)cc1S(=O)(=O)N(CC(=O)N1CCOCC1)Cc1ccccc1	-7	2.5	-15	2	-3	-1	0	2	1
NNC(=S)NCc1cccnc1	-5	-1.2	-7	8	-2	-1	0	14	1
[S-]C(=Nc1ccc(Cl)cc1)N[n+]1ccccc1	-3	-0.1	12	22	-3	3	45	0	-3
O=C(Cn1cc(SCc2ccc(F)cc2)c2ccccc21)N1CCOCC1	1	-0.3	-6	3	-5	4	-1	-8	-3
CCCCN(CC)Cc1ccc(CNC(=O)Nc2ccccc2)o1	-4	1.7	-4	-2	1	5	2	3	0
CCCn1c(-c2cccs2)nc2ccccc21	2	-0.2	-7	-14	3	15	0	-7	-4
COc1ccc(Cl)cc1NC(=O)NCCN1CCNC1=O	-4	-0.4	8	6	0	-4	-2	-4	.
CNc1cc(CSC)nc(SCc2ccc(Cl)c(Cl)c2)n1	-10	2.0	5	-6	3	0	-3	2	-1
CCOc1ccc(-n2cnnn2)cc1S(=O)(=O)N1CCCCC1	-8	-1.1	1	-4	-3	0	1	-2	-4
COc1c(/C=N/NC(=O)c2ccncc2)c(CCN(C)C(C)=O)cc2c1OCO2	-7	1.0	0	-23	1	-1	1	-19	.
CC(C)c1ccc(CN2CC(C(=O)Nc3ccccc3)CC2=O)cc1 (centres undefined)	-1	-0.9	5	11	-2	4	-5	-17	1
COC(=O)c1c(NC(=O)C2CC2)sc2c1CCCC2	-2	0.6	-1	3	-3	8	-2	17	5
O=C(N=C1SCC(=O)N1c1ccccc1Cl)c1ccco1	-17	0.5	-35	-23	-1	5	-1	-3	-12
COC(=O)c1ccc(NS(=O)(=O)N(C)C)cc1	-5	-0.2	1	-12	-5	2	0	-3	7
CCN(CC(=O)NCc1ccc(Cl)cc1)C(=O)/C=C/c1ccco1	-9	1.3	-21	6	2	4	0	4	-5

Records above shown as hits in NPY-Y1 PAM-ag:
molecule | RBBP9 inhibitor | S1P4 agonist | S1P4 antag | NPY-Y1 PAM-ag | Runt-CBFb FRET | NPY-Y2 PAM-ag | NPY-Y1 antag
Cc1ccc(NS(=O)(=O)c2ccc(OCC(=O)Nc3cccc([N+](=O)[O-])c3)c(C)c2)cc1 | -22 | 0.0 | -32 | 44* | 0 | 28 | -16
